# Source: PubChem
# GSTO1 counter = counter-screen for RBBP9 inhibitors: inhibitors of human GSTO1; inhibition, % at 5.96 µM; actives 1.1% (n = 300,000); recombinant GSTO1, activity-based probe fluorescence polarization; P78417;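 active = inhibition above the campaign mean inhibition plus 3 SD, cut at about 35% in these data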;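 also: 0% = GSTO1-1 with DMSO and 100% = wells lacking GSTO1-1 enzyme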
# Target sequence (P78417 whole entry, looked up): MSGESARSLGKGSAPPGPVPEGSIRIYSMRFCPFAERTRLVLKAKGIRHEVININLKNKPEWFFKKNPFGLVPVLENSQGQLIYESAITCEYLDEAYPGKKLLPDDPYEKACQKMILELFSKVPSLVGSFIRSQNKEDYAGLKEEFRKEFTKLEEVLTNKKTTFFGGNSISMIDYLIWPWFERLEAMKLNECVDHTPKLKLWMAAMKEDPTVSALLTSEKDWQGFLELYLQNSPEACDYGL
# PAFAH1B3 inh = PAFAH1B3 (human) inhibition; recombinant PAFAH1B3, FP-rhodamine probe, fluorescence polarization; Q15102; inhibition, % at 3.39 µM; actives 0.28% (n = 340,000); AID 492972;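 active = inhibition above the screen-wide average of all tested compounds plus 3 SD, cut at about 25% in these data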;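 also: 0% = enzyme with DMSO only and 100% = wells lacking PAFAH1B3 protein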
# Target sequence (Q15102 whole entry, looked up): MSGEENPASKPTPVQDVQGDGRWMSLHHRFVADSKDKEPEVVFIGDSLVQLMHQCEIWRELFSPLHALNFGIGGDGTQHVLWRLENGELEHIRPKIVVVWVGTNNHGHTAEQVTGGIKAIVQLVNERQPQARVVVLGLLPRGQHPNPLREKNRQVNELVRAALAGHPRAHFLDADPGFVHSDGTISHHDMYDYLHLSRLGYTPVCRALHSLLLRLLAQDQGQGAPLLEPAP
# PAFAH1B2 inh = PAFAH1B2 (human) inhibition | P68402 | recombinant PAFAH1B2, FP-rhodamine activity probe, fluorescence polarization | inhibition, % at 3.39 µM | actives 1.2% (n = 340,000) | AID 492953;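 active = inhibition above the mean of all tested compounds plus 3 SD, cut at about 24% in these data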;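 also: 0% = enzyme with DMSO and 100% = wells lacking PAFAH1B2; many of its hits are not listed in these tables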
# PME-1 inh = blocks human protein phosphatase methylesterase 1; recombinant PME-1, FP-Rh probe fluorescence polarization; AID 2130; actives 0.53% (n = 320,000); inhibition, % at 5.9 µM;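 active = inhibition above the campaign mean of all compounds plus 3 SD, cut at about 26% in these data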;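 also: competitive labeling of PME-1 active site by serine hydrolase directed probe; 0% = PME-1 with DMSO and 100% = wells lacking PME-1 enzyme; inhibitors block probe labeling so polarization falls and inhibition rises; many of its hits are not listed in these tables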
# PREPL inh = human PREPL enzyme inhibition | actives 0.68% (n = 320,000) | inhibition, % at 5.96 µM | recombinant PREPL, fluorescence polarization activity-based probe | Q4J6C6; in the data active = inhibition above about 43%;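 also: 0% = enzyme with DMSO and 100% = wells lacking enzyme; many of its hits are not listed in these tables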
# LYPLA2 inh = counter-screen for PME1 inhibitors: inhibitors of human LYPLA2; O95372; recombinant LYPLA2, FP-Rh probe fluorescence polarization; inhibition, % at 5.9 µM; actives 0.38% (n = 320,000); AID 2177;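 active = inhibition above the screen-wide mean plus 3 SD, limit set per campaign, cut at about 26% in these data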;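 also: 0% = LYPLA2 with DMSO and 100% = wells lacking LYPLA2 enzyme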
# Target sequence (O95372 whole entry, looked up): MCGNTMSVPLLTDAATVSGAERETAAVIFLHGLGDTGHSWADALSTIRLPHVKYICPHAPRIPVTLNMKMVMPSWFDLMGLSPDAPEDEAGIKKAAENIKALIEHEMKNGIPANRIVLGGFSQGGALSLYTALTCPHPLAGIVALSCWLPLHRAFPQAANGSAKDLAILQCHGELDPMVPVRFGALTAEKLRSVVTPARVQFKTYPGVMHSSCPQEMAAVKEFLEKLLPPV
# LYPLA1 inh = blocks human lysophospholipase 1, a PME1 counter-screen; inhibition, % at 5.9 µM; O75608; AID 2174; recombinant LYPLA1, FP-Rh probe fluorescence polarization; actives 0.16% (n = 320,000);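 active = inhibition above the mean of all tested compounds plus 3 SD, set per campaign, cut at about 14% in these data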;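 also: inhibitors block serine hydrolase probe labeling of LYPLA1 so polarization falls; 0% = enzyme with DMSO and 100% = wells lacking LYPLA1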
# Target sequence (O75608 whole entry, looked up): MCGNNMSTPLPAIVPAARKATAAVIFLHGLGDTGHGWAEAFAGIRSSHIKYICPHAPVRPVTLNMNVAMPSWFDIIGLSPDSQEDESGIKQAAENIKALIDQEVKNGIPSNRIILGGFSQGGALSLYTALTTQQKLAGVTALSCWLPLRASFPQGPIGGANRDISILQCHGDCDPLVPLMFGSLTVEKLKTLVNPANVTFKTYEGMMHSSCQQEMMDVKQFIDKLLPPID
# pPAFAH inh = inhibitors of human plasma PAF acetylhydrolase (pPAFAH); recombinant pPAFAH, FP-rhodamine probe fluorescence polarization; AID 463082; inhibition, % at 3.39 µM; actives 1.5% (n = 330,000);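 active = inhibition above the mean inhibition across the screen plus 3 SD, cut at about 25% in these data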;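 also: inhibitors block binding of the rhodamine activity-based probe so polarization drops; 0% = enzyme with DMSO and 100% = wells lacking pPAFAH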
# PAD4 FP inh = PAD4 (human) enzyme inhibition. AID 485272. Q9UM07. actives 0.41% (n = 330,000). inhibition, % at 6.36 µM. recombinant PAD4, RCA probe fluorescence polarization;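 active = percent inhibition above a cutoff equal to the mean of all tested compounds plus 3 SD, cut at about 15% in these data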;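 also: 0% = PAD4 with RCA probe and DMSO and 100% = probe without PAD4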
# Starred values were filed as active, the others as inactive; x = not tested or not shown.
SMILES,GSTO1 counter,PAFAH1B3 inh,PAFAH1B2 inh,PME-1 inh,PREPL inh,LYPLA2 inh,LYPLA1 inh,pPAFAH inh,PAD4 FP inh
COc1ccc(CCN2CC(C(=O)NCCc3ccccc3C)CCC2=O)cc1 (stereo unspecified),2,4,0,-4,3,-2,-1,3,1
CCOc1ccc(NC(=O)C2CCCN(S(=O)(=O)c3cnc[nH]3)C2)cc1 (stereo unspecified),7,-3,5,-2,-3,7,1,5,0
CS(=O)(=O)N(CCc1ccccc1)CC(=O)NCc1ccccc1,-1,4,5,4,12,-4,0,-3,-2
COc1ccc(-c2nnn(CC(=O)c3ccc4c(c3)OCCO4)n2)cc1OC,-5,-5,-2,-5,-1,12,5,3,-4
COC(=O)C1=C(CN2CCc3ccccc32)NC(=O)NC1c1cc(C)ccc1C (stereo unspecified),5,-1,4,2,-11,-2,-3,8,-7
CCCC(C)c1nnc(NC(=O)C(=O)OCC)s1 (stereo unspecified),1,-2,5,0,10,5,2,1,-4
O=C(Nc1nncs1)c1cccc(S(=O)(=O)N2CCOCC2)c1,-1,4,3,-8,1,0,-2,-3,-7
CCc1c(C)sc(NC(=O)Cc2ccccc2C)c1C(=O)N1CCOCC1,3,3,3,7,7,-1,-5,1,-5
CCOC(=O)CCCCCC(=O)Nc1ccc2c(c1)C(=O)N([C@H](C)CO)C[C@@H](C)[C@H](CN(C)S(=O)(=O)c1cn(C)cn1)O2,x,16,6,x,16,x,x,3,1
CCOc1ccc2c(c1)nc(NCCCO)n2Cc1ccccc1,-6,2,6,-1,5,-4,1,-8,-8
O=C(Nc1nnc(C2CC2)s1)C1CCCO1 (stereo unspecified),-2,8,3,1,-4,2,0,5,0
CCOC(=O)C1=C(c2ccccc2)O/C(=C(/C#N)C(F)(F)F)S1,8,x,x,-1,4,3,-1,11,-4
O=C(Cn1c(=O)c2sccc2n(Cc2cccc([N+](=O)[O-])c2)c1=O)NCCc1ccccc1,-2,5,3,6,12,1,-3,-2,1
NS(=O)(=O)c1ccc(NC(=O)COC(=O)C2CC(=O)N(Cc3ccccc3)C2)cc1 (stereo unspecified),-3,5,1,0,6,0,2,9,-3
COc1cc(NC(=O)CCN2CCN(CCO)CC2)cc(OC)c1,5,0,1,6,-2,-1,0,2,-4
O=[N+]([O-])c1cc(C(F)(F)F)cc([N+](=O)[O-])c1NCCCNc1ccc([N+](=O)[O-])c2cccnc12,8,4,5,9,12,23,2,2,6
O=C(OCC(=O)N1CCN(C(=O)c2ccco2)CC1)c1cccc(S(=O)(=O)N2CCc3ccccc32)c1,-6,5,9,9,16,3,0,4,2
CC1(C)CC(NC(=O)C2CCN(S(=O)(=O)c3ccc(F)cc3)CC2)CC(C)(C)N1,2,2,2,0,8,7,6,5,-2
COC(=O)c1ccc(CNC(=O)c2ccc(S(=O)(=O)N3CCCCCC3)cc2)cc1,x,2,2,x,3,x,x,4,2
O=S(=O)(c1cccs1)N1CN(Cc2ccc(F)cc2)c2nc3ccccc3nc21,4,-1,1,12,-11,-4,0,3,3
CC1CCc2c(sc(Nc3nc4c(F)cccc4s3)c2C(N)=O)C1 (stereo unspecified),-18,-3,-1,22,31,-5,-8,16,-119
COc1ccc(Cl)cc1NC(=O)CN(C)CC(=O)N1CC(=O)Nc2ccccc21,x,8,12,5,-15,6,2,3,-2
O=C(CSc1nnc(-c2cnccn2)n1Cc1ccco1)c1ccc2ccccc2c1,38*,0,1,-1,13,0,-5,14,-4
COc1ccc2[nH]cc(S(=O)(=O)c3ccc(C(C)C)cc3)c(=O)c2c1,-7,8,-1,-4,8,5,-2,-7,-11
CCn1nc(C)c(NS(=O)(=O)c2ccc(C)cc2)c1C,7,1,1,-3,3,4,3,6,-1

# The list goes on; the last 3 above are carried over.
SMILES,GSTO1 counter,PAFAH1B3 inh,PAFAH1B2 inh,PME-1 inh,PREPL inh,LYPLA2 inh,LYPLA1 inh,pPAFAH inh,PAD4 FP inh
O=C(CSc1nnc(-c2cnccn2)n1Cc1ccco1)c1ccc2ccccc2c1,38*,0,1,-1,13,0,-5,14,-4
COc1ccc2[nH]cc(S(=O)(=O)c3ccc(C(C)C)cc3)c(=O)c2c1,-7,8,-1,-4,8,5,-2,-7,-11
CCn1nc(C)c(NS(=O)(=O)c2ccc(C)cc2)c1C,7,1,1,-3,3,4,3,6,-1
CN1CCN(C(=O)C2C3C=CC(C3)C2C(=O)O)CC1 (stereo unspecified),3,-5,0,-5,-4,2,-1,5,-6
CC(=O)c1ccc(NC(=O)CCNC(=O)c2ccc(Cl)cc2)cc1,3,1,-1,-7,-19,-6,0,-1,-4
CCOC(=O)c1sc(NC(=O)CCCn2nc([N+](=O)[O-])c(Cl)c2C)c(C(=O)OCC)c1C,3,-9,-5,-5,13,5,0,5,1
COc1cc(/C=N/NC(=O)c2cc(-c3cccn3C)n[nH]2)cc(OC)c1OC,1,0,2,-6,20,-6,-3,1,-1
CN(Cc1cccc(C(F)(F)F)c1)C(=O)C1CCC(=O)N(CC2CCCCC2)C1 (stereo unspecified),6,4,3,2,13,4,2,3,0
Nc1nc(CSCc2ccccc2)nc(N2CCOCC2)n1,16,6,8,5,7,3,1,9,0
COc1ccc(C(=O)CSc2cc(C)nc3nc(C)nn23)cc1OC,-2,11,-5,7,15,0,2,-6,28*
COc1ccc(S(=O)(=O)n2nc(C)cc2C)cc1OC,-2,-1,1,-1,8,-4,2,0,-3
CCOC(=O)c1c(C)nc2sc(C(=O)Nc3ccc(C(C)=O)cc3)c(N)c2c1-c1ccc(OC)cc1,-6,-18,-15,-9,10,-29,-7,2,-2
O=S1(=O)CCN(Cc2cccc(C(F)(F)F)c2)CC1,6,7,4,0,9,6,9,1,-2
CCN(CC(=O)NCc1ccccc1Cl)CC(=O)Nc1c(F)cccc1F,9,8,3,-5,-6,-2,-1,2,-4
O=C(OCc1nnc(-c2ccccc2)o1)c1ccc(Br)o1,17,-4,2,2,24,2,4,10,-2
CCn1cc(CN2CCC(n3nccc3NC(=O)C3CCCC3)CC2)c(C)n1,-4,3,-2,-3,6,-2,0,-2,-7
CCn1ncc([N+](=O)[O-])c1C(=O)Nc1cc(C)on1,5,-6,2,-2,2,-4,-4,5,-2
CN(CC(=O)Nc1cccc(F)c1)C(=O)c1cc([N+](=O)[O-])ccc1N1CCOCC1,0,-5,-3,2,21,2,1,5,-2
COc1cccc(-c2c[nH]c(=O)[nH]c2=O)c1,6,10,3,-2,1,-1,3,3,-4
O=C(O)C1C2C=CC(C3CC23)C1C(=O)NCCc1ccccc1 (stereo unspecified),-2,8,5,-10,10,2,4,6,0
Cc1c(C(=O)c2ccc(Cl)cc2Cl)cnc2cc3c(cc12)OCO3,-8,9,0,-5,2,-3,-1,-1,4
N#Cc1cnn2c(-c3ccc(Cl)cc3Cl)ccnc12,6,x,x,1,11,0,-1,3,2
O=C(COc1ccc(Br)cc1)NCCNC(=O)c1cccnc1,-3,-3,-4,3,19,5,2,2,-2
Cc1occc1C(=O)NC(C)C(C)(C)C (stereo unspecified),-1,1,-2,-2,7,4,1,5,-1
CCOc1cccc2sc(N(CCCN(C)C)C(=O)c3ccc(S(=O)(=O)N(C)c4ccccc4)cc3)nc12,5,6,4,-1,-26,4,-3,6,6
CCOC(=O)c1cc2sc(C)cc2n1CC(=O)Nc1cccc(C)c1C,3,-1,-2,2,1,8,-2,6,-7
COc1cccc(Nc2c(F)c(F)c(F)c(F)c2C(=O)O)c1,11,0,4,-1,2,23,2,4,-2
NC(=O)c1ccc(Oc2cccc3cccnc23)c([N+](=O)[O-])c1,7,5,2,4,10,10,0,9,0

# (next part)
SMILES,GSTO1 counter,PAFAH1B3 inh,PAFAH1B2 inh,PME-1 inh,PREPL inh,LYPLA2 inh,LYPLA1 inh,pPAFAH inh,PAD4 FP inh
CC1Cc2ccccc2N1C(=O)c1cc2sccc2n1Cc1ccc(F)cc1 (stereo unspecified),4,11,-3,-3,11,-8,-5,-2,4
O=C(N/N=C/c1ccncc1)c1ccc(NC(=O)c2cccc(Cl)c2)cc1,-10,1,0,-7,-4,-3,-3,1,0
Nc1c(C(=O)NCc2ccc3c(c2)OCO3)nnn1-c1ccc(OC(F)(F)F)cc1,-3,3,4,12,8,16,-2,4,3
C=CCSc1nc2c(c(=O)[nH]c(=O)n2C)n1CC,5,9,0,1,6,-4,2,-5,-5
Cc1cc(C)nc(Nc2nc3ccccc3[nH]2)n1,10,9,2,-4,-8,4,4,1,-1
Cc1cc(C)cc(NC(=S)NCC2CCCO2)c1 (stereo unspecified),6,9,-1,-1,-2,6,4,1,1
CCCCC1CCC(C(=O)N(CCOC)c2c(N)n(CCCC)c(=O)[nH]c2=O)CC1 (stereo unspecified),4,10,5,5,0,-2,-2,3,1
O=C(Cn1cnc2c(cnn2-c2ccccc2)c1=O)NC1CCCC1,7,2,0,-4,3,5,2,-5,4
NS(=O)(=O)c1ccc(CCNC(=O)C2CCN(S(=O)(=O)c3ccc(Br)s3)CC2)cc1,16,9,15,10,17,4,0,4,3
Cc1ccc(SCc2[nH]nc3c2C2(C(=O)N(C)c4ccccc42)C(C#N)=C(N)O3)cc1 (stereo unspecified),0,6,10,5,-6,1,1,2,-1
CCOC(=O)c1c(-c2ccc(OC)cc2)oc2ccc(O)cc12,13,-7,0,-2,13,-1,-12,31*,0
O=C1/C(=C\c2ccco2)SC(=S)N1C1CCCCC1,-3,x,x,-5,-5,-4,-3,33*,-9
COc1ccc(NC(=O)COc2nsnc2N2CCCCC2)cc1,5,-2,2,3,15,4,0,10,-3
CCOc1ccc(C(=O)COC(=O)C2COc3ccccc3O2)cc1 (stereo unspecified),x,-1,-2,1,7,-1,-3,-10,3
O=c1c2ccccc2nc(CSc2nnnn2-c2ccccc2)n1-c1ccccc1Cl,0,2,1,-5,-6,4,-1,5,-5
Cc1ccc(/C=C/C(=O)N(Cc2cccs2)C2CCS(=O)(=O)C2)cc1 (stereo unspecified),1,x,x,7,15,-1,-2,5,-3
C/C(=N\NC(=O)CCn1nnc2ccccc21)c1cccs1,-8,1,2,8,8,1,6,1,0
COc1ccc(C(=O)NCCSc2ccccn2)cc1,4,1,1,2,-3,-3,1,3,3
Cc1cc(-c2nnc(SCC(=O)Nc3cccc(Cl)c3)n2N)n[nH]1,4,6,7,2,4,13,-3,1,0
N#CC1=C(N)N2C(=C(C#N)C13CCCCC3)SC1CCCCC12O (stereo unspecified),4,5,2,9,9,-1,-1,-3,-1
CCc1nnc(NC(=O)CSc2n[nH]c(-c3ccccc3O)n2)s1,19,0,5,-5,5,1,-1,1,-5
CCOC(=O)COn1c(=O)c(-c2ccc(OC)c(OC)c2)[n+]([O-])c2ccccc21,8,x,x,5,16,3,2,7,2
Cc1cc(C(=O)CSc2nnnn2C)c(C)n1CCc1ccc(F)cc1,-4,7,6,0,3,9,1,1,-5
CC1=NN(C)C(=O)C1Cc1c(F)cccc1Cl (stereo unspecified),-6,1,5,-1,1,5,0,5,0
CC(C)(C)C(=O)/C=C1\NC(=O)CS1,9,5,-2,0,23,3,-1,0,-7
O=C(Cc1nc2ccccc2[nH]1)c1cccc([N+](=O)[O-])c1,4,20,5,1,-7,-4,-8,0,-6
O=c1cc(-c2ccccc2Cl)oc2cc(O)cc(O)c12,5,4,1,-10,-131,-4,-5,6,-10

# Not all compounds are listed; the hit share may differ from the screen's.
